Screening results: PubChem BioAssay, several laboratories
KLK5 inh – human KLK5 protease inhibitors, primary screen, biochemical, 1536-well | Kallikrein-5 (Homo sapiens), Q9Y337 | recombinant hK5, fluorogenic AMC substrate cleavage | inhibition, % at 5 µM | 210,000 tested, 0.59% active;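 active = inhibition of 40% or more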;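 also: 0% = enzyme controls without compound and 100% = no-enzyme blanks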
FXIa inh – human FXIa protease inhibitors, primary screen, biochemical, 1536-well; Coagulation factor XI (Homo sapiens), P03951; purified FXIa, Boc-Glu-Ala-Arg-AMC fluorogenic substrate; inhibition, % at 5 µM; 220,000 tested, 0.14% active; AID 798, 2007;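 active = inhibition of at least 40%; inactive = inhibition below 40%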;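 also: fluorescence of freed AMC excited at 355 nm; 0% = enzyme without compound and 100% = no enzyme blank; many of its hits are not listed in these tables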
FXIIa inh – human FXIIa protease inhibitors, primary screen, biochemical, 1536-well | 220,000 tested, 0.3% active | AID 800, 2007 | purified FXIIa, Boc-QGR-AMC fluorogenic substrate, 2 h | Coagulation factor XII (Homo sapiens), P00748 | inhibition, % at 5 µM; in the data active = inhibition above about 40%;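 also: 0% = enzyme with no compound and 100% = blank without enzyme; many of its hits are not listed in these tables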
Target sequence (P00748 20-372 limits assumed): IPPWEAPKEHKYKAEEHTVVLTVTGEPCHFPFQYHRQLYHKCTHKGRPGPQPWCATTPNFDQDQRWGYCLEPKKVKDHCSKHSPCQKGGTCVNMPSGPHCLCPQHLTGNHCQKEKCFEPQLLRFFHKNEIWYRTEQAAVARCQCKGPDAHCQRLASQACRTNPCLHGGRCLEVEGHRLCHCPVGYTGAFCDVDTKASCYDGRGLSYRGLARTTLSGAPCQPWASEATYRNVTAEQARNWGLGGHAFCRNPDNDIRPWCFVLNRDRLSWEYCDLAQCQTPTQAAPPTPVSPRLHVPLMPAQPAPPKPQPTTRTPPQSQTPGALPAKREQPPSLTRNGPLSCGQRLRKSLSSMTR
Target sequence (P00748 373-615 limits assumed): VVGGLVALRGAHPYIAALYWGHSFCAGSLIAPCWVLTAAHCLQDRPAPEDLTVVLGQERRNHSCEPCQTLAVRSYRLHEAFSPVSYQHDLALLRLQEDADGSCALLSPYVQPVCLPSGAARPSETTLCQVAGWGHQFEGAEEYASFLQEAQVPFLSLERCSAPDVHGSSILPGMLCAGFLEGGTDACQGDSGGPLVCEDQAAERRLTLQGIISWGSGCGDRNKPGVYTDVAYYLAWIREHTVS
eIF4E 4G PPI – eIF4E–eIF4G protein interaction inhibitors, primary screen, biochemical, uHTS, TR-FRET, eIF4GI fragment. 220,000 tested, 0.37% active. Eukaryotic translation initiation factor 4E (Mus musculus) + Eukaryotic translation …. inhibition, % at 21.7 µM. TR-FRET eIF4E-eIF4GI(517-606) binding, 2 h. AID 782, 2007;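 active = inhibition above about 30%, limit read from the data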;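 also: 0% = full FRET control wells and 100% = background wells lacking eIF4GI fragment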
p97 inhibitor – inhibitors of human p97 ATPase, primary screen, biochemical | recombinant p97 ATPase, Kinase-Glo ATP luminescence, 3 h | 220,000 tested, 0.42% active | Transitional endoplasmic reticulum ATPase (Homo sapiens), P55072 | inhibition, % at 8 µM; in the data active = inhibition above about 15%;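 also: 0% = DMSO vehicle and 100% = wells lacking enzyme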
14-3-3 Bad inh – inhibitors of 14-3-3 zeta/Bad binding, primary screen, biochemical, TR-FRET, bovine 14-3-3 zeta; inhibition, % at 21.7 µM; AID 781, 2007; 14-3-3 protein zeta/delta (Bos taurus), P63103; TR-FRET 14-3-3zeta/Dy647-pBad peptide displacement, 1 h; 220,000 tested, 0.71% active;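 active = inhibition above about 70%, limit read from the data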;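 also: 0% = full 14-3-3 plus peptide FRET controls and 100% = background without 14-3-3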
Wee1 degr inh – Wee1 degradation inhibitors, primary screen, cell-based, HeLa, Wee1K328M-luciferase, luminescence | HeLa Luc-Wee1K328M stability; 100% = proteasome inhibitor MG132 effect | 220,000 tested, 1.2% active | reporter increase, % at 5 µM | Wee1-like protein kinase (Homo sapiens), P30291;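 active = activation above the mean of all tested compounds plus 3 SD, set per screening run, cut at about 8.8% in these data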;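 also: cells exposed to compound for 20 h before luminescence read; 0% = DMSO alone and 100% = MG132 at 30 µM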
Rad51 HR inh – human RAD51 strand exchange inhibitors, primary screen, biochemical, fluorescence; DNA repair protein RAD51 homolog 1 (Homo sapiens), Q06609; hRad51 DNA strand exchange, fluorescence dequenching; inhibition, % at 10 µM; 200,000 tested, 0.085% active;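 active = inhibition above 40% at the single screening dose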;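 also: 0% = DMSO control wells and 100% = blanks with heterologous ssDNA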
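material = hRad51 filaments on single-stranded DNA | timing = filaments 15 min 37 °C, then compound 30 min | signal = FRET fluorescence dequenching, excitation 485 nm, emission 520 nm | benchmarks = control wells and blank wells on each plate | evaluation = percent inhibition relative to plate controls and blanks | compound = 10 µM final, single point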
Mdm2 ligase inh – MDM2-luciferase reporter signal enhancers, primary screen, MDM2 E3 ligase inhibitor project, cell-based, luminescence, 1536-well; E3 ubiquitin-protein ligase Mdm2 (Homo sapiens), Q00987; cell-based MDM2 ubiquitination luciferase reporter, 2 h; 0 = plate control, 100 = twice control, blank-subtracted; signal enhancement, % at 5 µM; 210,000 tested, 0.11% active; AID 1230, 2008;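 active = signal enhancement of 30% or more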;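 also: luminescence tracks abundance of the self-degrading MDM2-luciferase fusion protein; higher signal means inhibition of MDM2 E3 ligase activity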
Target sequence (Q00987 whole entry, looked up, the tested form may be a part): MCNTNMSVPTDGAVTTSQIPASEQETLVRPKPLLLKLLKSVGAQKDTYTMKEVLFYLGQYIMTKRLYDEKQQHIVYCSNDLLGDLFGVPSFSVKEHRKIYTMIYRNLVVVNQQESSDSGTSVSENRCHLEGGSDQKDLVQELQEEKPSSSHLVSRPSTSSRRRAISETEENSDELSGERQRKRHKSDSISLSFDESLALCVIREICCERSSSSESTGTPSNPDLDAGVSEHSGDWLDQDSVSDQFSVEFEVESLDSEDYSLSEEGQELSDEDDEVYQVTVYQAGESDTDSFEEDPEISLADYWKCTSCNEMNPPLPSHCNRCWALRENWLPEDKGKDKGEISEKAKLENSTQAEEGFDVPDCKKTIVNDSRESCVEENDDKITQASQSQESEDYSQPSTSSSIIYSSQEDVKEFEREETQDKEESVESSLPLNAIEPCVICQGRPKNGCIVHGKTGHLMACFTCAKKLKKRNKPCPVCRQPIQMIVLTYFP
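test system = mammalian cells stably expressing self-ubiquitinating, self-degrading MDM2 E3–luciferase fusion | quantity = 2000 cells/well | incubation = cell settling 4 h, compound treatment 2 h, both 37 °C | signal = luminescence with SteadyLite reagent, 15 min at room temperature | evaluation = % enhancement relative to plate controls after blank subtraction | benchmarks = plate controls and plate blanks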
Active calls of the source: *; . = not tested or not shown; [ ] = another dose, or the depositor's remark.

SMILES | KLK5 inh | FXIa inh | FXIIa inh | eIF4E 4G PPI | p97 inhibitor | 14-3-3 Bad inh | Wee1 degr inh | Rad51 HR inh | Mdm2 ligase inh
CC1(C)C=Cc2c(c3c(c4c(=O)c(-c5ccc(O)cc5)coc24)OC(C)(C)CC3)O1 | 0 | -5 | 6 | 0 | -1 | 2 | 0 | -3 | -4
O=C(C1CCCN(CCCc2ccccc2)C1)N1CCCCCC1 (stereo not drawn) | -17 | -4 | -3 | 15 | 1 | 3 | -3 | 7 | -5
CCOCCCNC(=O)C(NC(=O)c1ccc(NC(C)=O)cc1)c1ccc(C)cc1 (stereo not drawn) | -12 | 4 | 8 | 3 | -2 | 8[fluorescence artefact?] | -2 | . | -3
COc1ccc(CNC(=O)C(C)Cc2ccccc2)cc1O (stereo not drawn) | -7 | 8 | 16 | 4 | 5 | 3 | -1 | 10 | .
Cc1ccc(NC(NC(=O)OCCn2c([N+](=O)[O-])cnc2C)C(Cl)(Cl)Cl)cc1 (stereo not drawn) | 10 | 8 | 8 | 0 | 5 | 6 | 6 | 3 | -8
Cc1ccc(NC(=O)CCn2cc(C(F)(F)F)ccc2=O)cc1 | 4 | -3 | 12 | -4 | -2 | 3 | -1 | 0 | -16
Cc1ccccc1Nc1c(-c2ccc(N3CCOCC3)cc2)nc2ncccn12 | 8 | 1 | 12 | -1 | 2 | -10 | 4 | 4 | -14
c1ccc(Cn2nnc3c(N4CCN(Cc5ccc6c(c5)OCO6)CC4)ncnc32)cc1 | -8 | -1 | 10 | 0 | 2 | 6 | 3 | 2 | -8
Cc1cc(C)nc(NS(=O)(=O)c2ccc(N=Cc3c(C)[nH]n(-c4ccccc4)c3=O)cc2)n1 | -23 | 6 | 8 | 10 | -4 | -11[fluorescence artefact?] | 1 | . | .
CN(Cc1ccccc1)C(=O)c1cc(-c2ccc(Br)cc2)on1 | -27 | 6 | 13 | 1 | 0 | 13 | 0 | . | 4

Structural class: the compounds so far with a halogen
SMILES | KLK5 inh | FXIa inh | FXIIa inh | eIF4E 4G PPI | p97 inhibitor | 14-3-3 Bad inh | Wee1 degr inh | Rad51 HR inh | Mdm2 ligase inh
Cc1ccc(NC(NC(=O)OCCn2c([N+](=O)[O-])cnc2C)C(Cl)(Cl)Cl)cc1 (stereo not drawn) | 10 | 8 | 8 | 0 | 5 | 6 | 6 | 3 | -8
Cc1ccc(NC(=O)CCn2cc(C(F)(F)F)ccc2=O)cc1 | 4 | -3 | 12 | -4 | -2 | 3 | -1 | 0 | -16
CN(Cc1ccccc1)C(=O)c1cc(-c2ccc(Br)cc2)on1 | -27 | 6 | 13 | 1 | 0 | 13 | 0 | . | 4

Other results.
SMILES | KLK5 inh | FXIa inh | FXIIa inh | eIF4E 4G PPI | p97 inhibitor | 14-3-3 Bad inh | Wee1 degr inh | Rad51 HR inh | Mdm2 ligase inh
Cc1ccc(N(CC(=O)NCc2ccncc2)S(C)(=O)=O)cc1 | -7 | 8 | 16 | 2 | -2 | -3 | 1 | -2 | .
O=C(CCCOc1ccccc1)Nc1nnc(C2CCCO2)s1 (stereo not drawn) | -36 | -9 | 4 | -10 | -1 | 4 | 0 | -5 | -11
Cn1c(=O)c2ncn(CC(=O)NCCOCc3ccccc3Cl)c2n(C)c1=O | -13 | 2 | 1 | 6 | 1 | 6[fluorescence artefact?] | -3 | . | 3
COc1ccccc1N/C(N)=N/c1nc(C(F)(F)F)cc(=O)[nH]1 | 1 | -2 | . | -2 | 1 | -14 | -3 | -3 | -7
CCO[C@@H]1OC(C(=O)Nc2ccccc2)=C[C@H](c2ccccc2)[C@H]1CCCO | -1 | -1 | 8 | -2 | 0 | -3 | 4 | -11 | .
CCOC(=O)/C=C1\SCC(=O)N1CC(=O)NCc1cccc(Cl)c1 | -6 | -11 | -6 | 6 | 5 | -2 | 2 | -7 | -16
O=C(Oc1ccccc1N1CCOCC1)c1ccccc1 | -5 | -7 | 9 | -6 | 1 | -6 | 2 | -1 | 5
Cc1ccc(NS(=O)(=O)c2cccc(C(=O)N3CCOCC3)c2)cc1 | 0 | 0 | 1 | -6 | 1 | 4 | 1 | -5 | 6
O=C(Nc1ccccc1F)c1cnccn1 | -7 | -4 | 2 | 1 | 2 | -4 | 3 | 7 | -12
CC1CC(=O)Nc2ccccc2N1S(=O)(=O)c1cccs1 (stereo not drawn) | -3 | 0 | 6 | -6 | -1 | -6 | 4 | 1 | -19
C/C(CC(=O)NCc1ccc(Cl)cc1)=N\NC(=O)c1ccccc1F | -6 | -3 | 4 | -2 | 3 | -10 | 1 | -3 | -41
NC(=O)CCN1CCN(Cc2cn[nH]c2-c2cccc3ccccc23)CC1 | . | 0 | 9 | -1 | -1 | -6 | -4 | . | -7
CC(=O)Nc1nnc(SCC(=O)N2CCCc3ccccc32)s1 | -6 | -4 | 6 | -1 | 3 | -11 | 1 | -9 | -7
NC(=O)c1cc([N+](=O)[O-])ccc1NCCN1C(=O)c2ccccc2C1=O | -10 | -1 | 14 | 3 | 1 | -6 | 0 | -20 | -4
CCOC(=O)C1(Cc2cccc(OC)c2)CCCN(Cc2cc(C(C)C)n[nH]2)C1 (stereo not drawn) | . | 0 | 6 | 1 | -5 | -6 | 2 | 22 | -2
CCCCOc1c(Cl)cc(CNC(C)(C)CO)cc1OCC | -21 | 2 | -2 | -9 | -6 | 19 | 1 | 4 | 2
CCCCn1nc2cc(C(=O)NC3CCCc4ccccc43)ccc2c1OCC (stereo not drawn) | -33 | -2 | 12 | 3 | 0 | -7 | 0 | 4 | -12
CCc1cc2c(=O)c(-c3nc4ccccc4n3C)c(C)oc2c(CN2CCN(CCO)CC2)c1O | 4 | 16 | 22 | -12 | 5 | 10 | 5 | 3 | -19
O=C(NCc1ccc(F)cc1)C(c1ccccc1)N(C(=O)c1csnn1)C1CC1 (stereo not drawn) | 3 | 1 | 12 | 3 | 2 | -19 | -4 | -4 | -3
c1ccc(C2CCC(N3CCC(N4CCCCC4)CC3)CC2)cc1 (stereo not drawn) | -20 | -6 | 4 | 3[fluorescence artefact?] | 7 | 66 | 3 | . | -23

An excerpt from above, reduced to eIF4E 4G PPI and Wee1 degr inh.
Molecule	eIF4E 4G PPI	Wee1 degr inh
CC(=O)Nc1nnc(SCC(=O)N2CCCc3ccccc32)s1	-1	1
NC(=O)c1cc([N+](=O)[O-])ccc1NCCN1C(=O)c2ccccc2C1=O	3	0

The results go on:
SMILES | KLK5 inh | FXIa inh | FXIIa inh | eIF4E 4G PPI | p97 inhibitor | 14-3-3 Bad inh | Wee1 degr inh | Rad51 HR inh | Mdm2 ligase inh
NCc1ccc(S(N)(=O)=O)cc1 | 2 | 0 | 6 | -7 | 1 | -2 | 1 | 9 | .
Cc1nc2ccccc2c(=O)n1NC(=O)c1cccc([N+](=O)[O-])c1 | . | 1 | 10 | 4 | 1 | 1 | -2 | . | -15
O=C(NCC1COc2ccccc2O1)C1(c2ccccc2)CCCC1 (stereo not drawn) | -3 | -6 | 9 | -5 | -8 | -6 | 0 | -3 | -22
CC(C)(C)C1C/C(=C/c2ccccn2)C(=O)/C(=C/c2ccccn2)C1 (stereo not drawn) | -8 | -4 | 9 | -3 | 0 | -11 | 4 | -9 | -6
Cc1cc(C)cc(NC(=S)NCCc2c[nH]c3ccccc23)c1 | 10 | 31 | 9 | -4 | -1 | 0[fluorescence artefact?] | 6 | 3 | -5
N#C/C(=C/c1ccc(N2CCOCC2)o1)c1ccc(Br)cc1 | -18 | 5 | 9 | 1 | -2 | 1 | -1 | -205 | -9
C=CCSc1nnc2n(CCc3ccccc3)c(=O)c3c4c(sc3n12)COC(C)(C)C4 | -29 | 0 | -6 | 1[fluorescence artefact?] | -1 | 10 | 0 | 3 | 1
CN(C)S(=O)(=O)c1ccc2c(c1)nc(CCC(=O)Nc1ccc(N3CCOCC3)cc1)n2C | -4 | -5 | . | -3 | 0 | -10 | 1 | -2 | -1
Cc1cc(C(=O)OCC(=O)c2cccc([N+](=O)[O-])c2)c2ccccc2n1 | -4 | 4 | 9 | 6 | 3 | 2 | 9.5* | -11 | -9
O=C(Cn1nc(-c2ccccc2)ccc1=O)NCCN1CCN(c2cccc(Cl)c2)CC1 | 1 | -8 | -1 | -4 | 0 | -4 | 1 | -2 | -14
Cc1nc(Nc2nc3ccccc3o2)nc(C)c1C(=O)Nc1ccc(F)cc1 | -3 | 2 | 10 | -1 | -1 | -9 | -2 | 34 | -20
NC(=O)C1(N2CCCCC2)CCN(C(=O)CSc2nc3ccccc3s2)CC1 | 59* | 9 | 11 | -3 | 0 | -3 | -2 | . | -15
CCCCCNC(=O)CC1Nc2c3ccccc3nc(=S)n2C1=O (stereo not drawn) | -6 | 2 | 4 | -2 | 3 | -9 | -3 | 14 | -12
COc1cc(C=O)ccc1Oc1nc(Nc2ccc(F)cc2F)nc(N2CCOCC2)n1 | 63* | 27 | 34 | 3 | -7 | 4 | 0 | -6 | -88
O=S1(=O)CCN(OCc2ccc(F)cc2Cl)CC1 | 5 | -4 | 6 | 2 | 3 | -9 | 1 | 7 | -14
CC(=O)NC(Cc1ccccc1)C(=O)NC1CCN(C(=O)c2ccc([N+](=O)[O-])cc2)CC1 (stereo not drawn) | -21 | 11 | 11 | 4[fluorescence artefact?] | 14 | 3[fluorescence artefact?] | 0 | . | .
COc1ccccc1-c1noc(-c2ccccc2)n1 | -3 | 4 | -3 | 87* | -2 | 4 | -4 | . | -15
Cc1ccc(N(C(=O)C(F)(F)F)C(C(=O)NC2CCCCC2)c2ccncc2)cc1C (stereo not drawn) | -21 | 7 | 13 | 5[fluorescence artefact?] | 1 | 0[fluorescence artefact?] | 1 | 4 | -8
CC(=O)Nc1ccc2ccc3cccc4ccc1c2c34 | -2 | 4 | 1 | 4 | 4 | 6 | 1 | -10 | 0
COc1ccc2c(c1OC)C(=O)OC2Nn1cncn1 (stereo not drawn) | -4 | -6 | 2 | -4[fluorescence artefact?] | 4 | 8 | 2 | . | .
CC(=O)Nc1ccc(S(=O)(=O)NC(CC(=O)NCCc2ccccc2)C(C)C)cc1 (stereo not drawn) | -3 | -1 | 3 | . | -4 | . | 2 | 5 | -9
CCOC(=O)N1CCN(c2c(NCCCN(CC)Cc3ccccc3)c(=O)c2=O)CC1 | -5 | -8 | 5 | 5 | 4 | -15[fluorescence artefact?] | 1 | 4 | .
CCOC(=O)Cn1cc([N+](=O)[O-])c(OC)n1 | -4 | 11 | 21 | 4 | -2 | 3 | 6 | 11 | -20
CCC(c1nnnn1Cc1cccs1)N1CCN(C(=O)c2ccco2)CC1 (stereo not drawn) | -1 | -4 | 4 | -3 | 6 | -6 | 0 | 2 | 6
O=C(CN1CCN(Cc2ccccc2)CC1)N1CCN(c2ccccc2)CC1 | 3 | 6 | 10 | 0 | 0 | 1 | 0 | 11 | -18
